# Source: PubChem BioAssay (several laboratories)
# NALP1 yeast inh = NALP1 inhibition | S. cerevisiae NALP1/ASC/caspase-1 growth, X-gal OD620, 72 h | inhibition, % at 10 µM | actives 0.61% (n = 280,000) | AID 2071; in the data active = inhibition mostly above about 24%, no sharp cut-off; inactive = mostly below about 32%; also: some compounds called inactive have numbers as strong as hits
# IMP-1 inh = inhibitors of Pseudomonas aeruginosa IMP-1 metallo-beta-lactamase; purified IMP-1, nitrocefin hydrolysis, epi-absorbance fluorescence; inhibition, % at 5.6 µM; actives 0.45% (n = 290,000); AID 1556;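 active = inhibition above the mean plus 3 SD of all compounds in the same screening run, cut at about 4.5% in these data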;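 also: 0% = IMP-1 with DMSO and 100% = DMSO wells lacking enzyme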
#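 assay system = purified recombinant IMP-1 metallo-beta-lactamase enzyme | schedule = 15 min preincubation plus 25 min reaction at 25 °C | signal = Epi-absorbance fluorescence, 480 nm excitation, 530 nm emission | read-out basis = percent inhibition from optical density relative to buffer-blank wells | controls = IMP-1 with DMSO as 0%, enzyme-free DMSO as 100%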
# SUMO HTRF inh = inhibitors of human SUMOylation (UBC9) | P63279 | HTRF SUMOylation assay, SAE1/SAE2 + UBC9, in vitro | inhibition, % at 35 µM | actives 0.36% (n = 290,000) | AID 2006; in the data active = inhibition above about 50%, passing the limit was not always enough; also: strong numbers were not always called active
# Target sequence (P63279 whole entry, looked up): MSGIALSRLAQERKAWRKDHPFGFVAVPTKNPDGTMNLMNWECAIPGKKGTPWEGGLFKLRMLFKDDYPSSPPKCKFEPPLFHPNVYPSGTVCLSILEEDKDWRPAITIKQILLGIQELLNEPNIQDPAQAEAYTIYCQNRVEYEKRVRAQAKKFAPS
# MEKK2wt PB1 HTS = raises or lowers MEK5 binding to wildtype human MEKK2 PB1 domain; Q9Y2U5; bead flow cytometry, Alexa488-MEK5 binding to MEKK2 WT; actives lie on both sides; binding response (% of control), % at 10 µM; actives 1.1% (n = 290,000); AID 1531; in the data active = binding response below about 67% or above about 130%
# FID counter = displaces DNA intercalator in HCV helicase counter-screen. DNA fluorescent intercalator displacement, fluorescence. inhibition, % at 7.9 µM. actives 0.17% (n = 290,000); in the data active = inhibition above about 37%;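 also: 0% = vehicle and 100% = reference compound; higher means more ethidium bromide displaced from hairpin DNA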
# HCV NS3 hel inh = blocks Hepatitis C virus NS3 helicase unwinding; NS3 helicase DNA unwinding, Cy5 molecular beacon fluorescence; inhibition, % at 10.9 µM; actives 0.56% (n = 290,000); AID 1800;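 active = inhibition above the mean of all tested compounds plus 3 SD, set per campaign, cut at about 35% in these data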;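 also: 0% = DMSO wells and 100% = thioflavine S control wells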
#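 test system = hepatitis C virus NS3 helicase domain fragment enzyme | reagent = annealed dual-labelled DNA beacon duplex, ATP-started | times = 1 h at 25 °C | detection = Cy5 fluorescence, 0 and 60 min reads | read-out basis = percent inhibition from t60/t0 fluorescence ratio | control set = DMSO and thioflavine S | replication = one well per compound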
# VIM-2 inhibitor = blocks Pseudomonas aeruginosa VIM-2 metallo-beta-lactamase; purified VIM-2, nitrocefin hydrolysis, epi-absorbance fluorescence; inhibition, % at 5.6 µM; actives 0.89% (n = 290,000);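 active = inhibition above the mean of all tested compounds plus 3 SD, cutoff set per screening run, cut at about 7.5% in these data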;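 also: red hydrolysis product quenches plate fluorescence so inhibitors raise well fluorescence; 0% = enzyme with DMSO and 100% = DMSO without enzyme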
# PfM18AAP inh = blocks P. falciparum M18 aspartyl aminopeptidase. recombinant PfM18AAP, H-Glu-NHMec fluorogenic cleavage. inhibition, % at 7.35 µM. actives 1.2% (n = 290,000). AID 1822;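 active = inhibition above the campaign mean inhibition over all tested compounds plus 3 SD, cut at about 28% in these data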;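 also: 0% = plate median of test compound wells and 100% = 2 mM ZnCl2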
# MEKK2 mut-MEK5 = signal of MEK5 binding to mutant human MEKK2 PB1 domain | bead flow cytometry, Alexa488-MEK5 binding to MEKK2 mutant | percent response, % at 10 µM | actives 0.35% (n = 290,000) | AID 1530; in the data active = percent response above about 24%, passing the limit was not always enough; also: inactives centre near 1; some results filed as inactive read as strong as hits
# * = called active by the depositor; & = joins results of further samples; ! = not confirmed by another sample.
SMILES,NALP1 yeast inh,IMP-1 inh,SUMO HTRF inh,MEKK2wt PB1 HTS,FID counter,HCV NS3 hel inh,VIM-2 inhibitor,PfM18AAP inh,MEKK2 mut-MEK5
Cc1cc(=O)oc2cc(NC(=O)CCC(=O)O)ccc12,5,-2.7,20,88,2,-3,0.4,-8,-5
COC(=O)c1sc(N)c(C(=O)OC)c1CSc1nnnn1C,18,-4.6,-14,103,0,8,-2.5,3,4
COc1ccccc1NC(=O)c1ccc2c(c1)CCN2S(C)(=O)=O,4,-0.9,-5,103,-12,6,0.1,-7,1
COc1cc(C(=O)N2CCN(c3ccccc3)CC2)c([N+](=O)[O-])cc1OC,12,-0.3,22,97,-14,-8,-1.6,5,-5
COc1ccc(-c2nc(-c3cccc(C)c3)nc(Cl)c2C#N)cc1,4,-2.3,29,103,-1,-11,-0.6,4,7
Cc1cc(F)ccc1S(=O)(=O)N1CCCOC1CNC(=O)C(=O)NCCCN1CCOCC1 (stereo not drawn),8,-2.4,8,115,-2,-14,-1.5,1,9
CC(C)(C)OC(=O)N/N=C/c1cccn1-c1ccc([N+](=O)[O-])cc1,14,-2.8,12,98,-10,1,-1.2,1,-3
O=C(COc1ccc(Cl)cc1)NCCCNC(=O)c1cccnc1,-23,0.5,14,97,-16,22,-1.8,7,1
Nc1nc(Cl)nc2c1ncn2[C@@H]1O[C@H](CO)[C@@H](O)[C@H]1O,11,-3.3,1,104,-5,1,-1.0,-5,2
Cc1cc(C(=O)OCC(=O)c2cccs2)c2ccccc2n1,7,-3.0,17,102,-10,5,-2.9,1,4
CCOc1ccc(NC(=O)CCN2C(=S)NC(C)(C)CC2C)cc1 (stereo not drawn),4,-4.3,-11,78,-10,7,-4.6,1,-15
Cc1cc(Nc2ccc(F)c(Cl)c2)n2ncnc2n1,28,-3.1,-3,106,-6,7,1.8,7,8
COC(=O)c1ccc(C2NC(=O)c3ccccc3O2)cc1 (stereo not drawn),-2,-2.6,7,100,-14,5,-3.2,2,2
Nc1nnc(Sc2ncccc2[N+](=O)[O-])s1,16,-1.2,9,107,-9,5,0.0,1,-2
COc1ccc2nc(NC(=O)C3CCCN(S(=O)(=O)c4c(C)noc4C)C3)sc2c1 (stereo not drawn),32,-3.2,-8,97,0,-6,-1.8,-9,1
COc1ccc(C)cc1S(=O)(=O)N(C)CC(=O)NC1CCCCC1,-1,-0.4,19,113,-21,8,1.7,-14,14
COc1ccccc1NS(=O)(=O)c1cc(C(=O)N2CCN(C/C=C/c3ccccc3)CC2)ccc1C,5,-5.3,-10,112,-15,-40,-4.3,2,11
CCn1cc([N+](=O)[O-])c(C(=O)Nc2cc(C)on2)n1,3,-4.3,3,108,-6,0,-2.1,2,15
COc1cc(/C=N/N=C(/N)c2nonc2N)cc(Br)c1OCc1cccc(C)c1,6,-2.0,-7,105,-10,-8,-2.8,-9,-5
COc1ccccc1C(=O)Nc1nc2cc3c(cc2s1)OCCO3,-5,-0.5,43,93,2,-4,-0.6,2,7
CCCCC(=O)NC(=S)NNC(=O)CC,7,-2.2,26,100,-4,0,-2.1,0,2
Cc1ncoc1C(=O)NCCC(c1ccccc1)c1ccccc1,3,-2.1,15,102,-20,11,-2.4,9,-8
CCN(CCNC(=O)CN1CCN(Cc2ccc(Cl)cc2)C1=O)c1ccccc1,-11,-1.8,16,109,-34,-6,-1.8,24,22
CCCCc1nc2cc(C(=O)N3CCN(c4cnccn4)CC3)ccc2o1,9,-2.6,7,101,-41,-5,-3.3,4,-1
COc1ccc(-c2nnc(SCCc3ccccc3)n2N)cc1,-8,-4.9,-5,106,-15,-3,-0.6,-1,5
COc1ccc(S(=O)(=O)Nc2cc(C)ccc2OC)cc1C,-14,-4.9,5,96,-14,-2,-4.5,6,3
CSc1nc2nc(-c3cccs3)cc(C(F)(F)F)c2c(=O)[nH]1,27,-1.1,22,96,-3,-2,7.6,0,-2
Cn1c(Oc2ccc3c(c2)OCO3)nc2c1c(=O)n(Cc1ccccc1)c(=O)n2C,4,-1.9,-10,91,-5,-1,-1.6,-2,-7
CC(C)c1ccc(/C=C2\SC(=S)N(CC(=O)NCCCN3CCOCC3)C2=O)cc1,-12,0.7,-10,112,12,-64,0.4,9,-4
Cc1oc(CC(C)C)c(CN)c1C(=O)O,-4,-2.2,17,101,-3,2,-5.7,6,2
COc1ccc(CCNC(=O)CC2Nc3ccccc3NC2=O)cc1OC (stereo not drawn),16,-3.2,26,96,-17,4,-3.4,2,1
COc1ccc(C(=O)N[C@H](C(=O)Nc2ccc(OC)nc2)C(C)C)cc1,8,0.5,8,107,-10,14,0.5,3,7
S=C(NCCc1ccccc1)N1CCN(C2CCCCC2)CC1,5,-1.5,8,104,11,-2,-2.6,-1,5
CC(Sc1nnc(-c2ccccc2Br)n1-c1cccc(C(F)(F)F)c1)C(N)=O (stereo not drawn),24,0.4,-9,91,-28,25,-0.6,-10,0
CCCn1c2ccccc2c2cnn(CC(=O)O)c(=O)c21,12,-3.8,4,108,-10,-3,-1.0,-1,9
COC(=O)[C@H](C)NC(=O)N1CCC(Cc2ccccc2)CC1,12,-1.4,7,105,-7,2,-2.8,7,9
O=C(c1cccc(C(=O)N2CCN(c3ccccc3F)CC2)c1)N1CCN(c2ccccc2F)CC1,-4,-3.6,-9,103,-14,4,-2.5,-18,7
CCN(CC)CCNCC1C(=O)O[C@@H]2C[C@@]3(C)CCC[C@H](C)C3=C[C@H]12 (stereo partly drawn),21,-2.1,10,120,-1,-23,-1.0,-13,17
CCCN1C(=O)/C(=C/c2ccc(C)o2)NC1=S,15,-2.7,-7,86,-7,19,-4.9,15,-9
CC(C)Cc1cc(C(=O)Nc2sc3c(c2C#N)CCCC3)no1,20,0.9,-3,110,-1,-3,-0.8,-10,12
Cc1nn(CCCNC(=O)C2CCCO2)cc1Br (stereo not drawn),20,-2.6,-1,107,-6,2,-1.9,5,7
O=C(NCCSCc1ccc(Cl)cc1Cl)c1ccc(CN2CCOCC2)cc1,-20,-0.2,14,105,-5,-22,-4.1,-3,-3
Clc1ccc(Nc2ncnc3ccc(Br)cc23)cc1,17,-1.2,-7,102,-9,-11,-3.0,7,2
COc1ccc(S(=O)(=O)N2CC3CCCN3c3ccc(C(F)(F)F)cc32)cc1 (stereo not drawn),-18,-1.2,-23,97,0,-4,0.2,-11,-4
Cc1ccc(CNC(=O)CSc2ncccn2)cc1,-6,0.1,5,103,-2,9,0.9,-6,3

# 5 compounds drawn at random from those above:
SMILES,NALP1 yeast inh,IMP-1 inh,SUMO HTRF inh,MEKK2wt PB1 HTS,FID counter,HCV NS3 hel inh,VIM-2 inhibitor,PfM18AAP inh,MEKK2 mut-MEK5
O=C(c1cccc(C(=O)N2CCN(c3ccccc3F)CC2)c1)N1CCN(c2ccccc2F)CC1,-4,-3.6,-9,103,-14,4,-2.5,-18,7
O=C(NCCSCc1ccc(Cl)cc1Cl)c1ccc(CN2CCOCC2)cc1,-20,-0.2,14,105,-5,-22,-4.1,-3,-3
CCCN1C(=O)/C(=C/c2ccc(C)o2)NC1=S,15,-2.7,-7,86,-7,19,-4.9,15,-9
Clc1ccc(Nc2ncnc3ccc(Br)cc23)cc1,17,-1.2,-7,102,-9,-11,-3.0,7,2
COc1ccc(S(=O)(=O)N2CC3CCCN3c3ccc(C(F)(F)F)cc32)cc1 (stereo not drawn),-18,-1.2,-23,97,0,-4,0.2,-11,-4

# (more compounds)
SMILES,NALP1 yeast inh,IMP-1 inh,SUMO HTRF inh,MEKK2wt PB1 HTS,FID counter,HCV NS3 hel inh,VIM-2 inhibitor,PfM18AAP inh,MEKK2 mut-MEK5
COc1ccc(/C=C/C(=O)NC(=S)Nc2ccc(Br)cn2)cc1,13,-1.9,16,111,-4,0,-1.4,3,2
CC(/C=N/NC(=O)CCn1nnc2ccccc21)=C\c1ccccc1,59,-2.5,6,126,-19,-10,-3.4,3,15
COc1ccc(CC(C)Nc2ccccc2F)cc1 (stereo not drawn),5,-1.2,-5,103,-8,-6,-1.4,-4,1
CCOC(=O)c1c(C)oc2c1c(CN1CCN(CCO)CC1)c(O)c1ccccc12,31,-0.5,16,81,-9,20,5.9,6,-24
NC(c1ccccc1)c1cccnc1 (stereo not drawn),0,-3.2,21,104,1,-3,-2.5,-10,10
COc1ccc(OC)c(Nc2ncnc3c2cnn3-c2ccccc2)c1,-12,-3.4,2,101,-9,3,-1.2,5,2
Fc1ccc([C@@H]2CCNC[C@H]2COc2ccc3c(c2)OCO3)cc1,1,-2.9,-36,144*!,31,-43,-2.8,-3,6&10&16
COc1ccc(CCn2c(-c3ccncc3)n[nH]c2=S)cc1OC,-21,-3.6,1,101,-4,0,0.5,2,-2
CN(C)CCNC(=O)c1cc2ccccc2oc1=O,-15,-6.3,-6,113,3,4,0.0,-5,16
Cc1nc(CN2CCCC2=NC#N)n(-c2ccccc2)n1,4,0.1,10,100,4,-9,-1.4,13,-2
N#Cc1ccc(NC(=O)Cn2cnc([N+](=O)[O-])c2)cc1,15,-5.6,19,103,-1,-3,-0.3,2,3
O=C(CC(NC(=O)c1ccccc1)c1ccccc1)Nc1ccc(F)c(F)c1 (stereo not drawn),6,-2.1,23,114,0,-1,-1.6,-1,1
CC1=C(C(=O)OCc2ccccc2)C(c2ccccc2Cl)NC(=O)N1CCCCCC(=O)O (stereo not drawn),14,-3.6,14,95,-48,5,-2.3,-2,-3
Cc1ccc(C(=O)N/C(=C\c2ccc(-c3ccc(Br)cc3)o2)C(=O)NCCCN(C)C)cc1,10,-0.6,-3,187*,25,-61,0.6,-5,37
COc1cccc(CN(CC(=O)NCc2ccccc2)C(=O)c2csnn2)c1,10,-2.2,7,95,-17,10,-4.0,6,3
Cc1cccc(OCCCC(=O)Nc2ccc(S(=O)(=O)Nc3onc(C)c3C)cc2)c1,10,-0.8,4,103,-34,9,-0.9,-5,4
Cc1cc(C)n(-c2nc(C(F)(F)F)nc3ccccc23)n1,7,-2.0,-1,102,-4,0,-3.7,-3,-1
CCc1c(C)nc(N)n2c(SCC(=O)Nc3ccccc3)nnc12,5,-2.2,7,94,-1,7,-2.2,4,-7
CCN1C(=O)CSC1=Nc1ccc(C(=O)O)cc1,11,-6.6,-14,105,1,0,-3.1,4,5
COc1ccc(Nc2nc(N3CCCCC3)c3ccccc3n2)cc1,15,-3.8,13,136*,3,-37,1.7,-5,14
O=C(NCC1CCCO1)c1cccc2ccccc12 (stereo not drawn),12,-2.7,5,103,-6,2,0.5,-5,-3
CN(C)S(=O)(=O)c1ccc(N/C=C(\[N+](=O)[O-])S(=O)(=O)c2ccccc2)cc1,3,-1.3,-14,95,-1,11,-3.2,5,-3
Cc1nnc(NC(=O)Cc2cccs2)s1,-12,3.9,10,101,4,-6,0.5,-7,4
CN(CC(=O)N1CCN(c2ccccc2F)CC1)S(=O)(=O)c1cnc[nH]1,-1,1.8,9,111,1,-4,-0.9,-5,3
COc1cc2c(cc1OC)C(C(=O)NCc1cccnc1)C(c1cccnc1)N(C)C2=O (stereo not drawn),16,-3.8,28,101,-2,-4,-4.1,-3,1
O=C(/C=C/c1ccccc1)CC(=O)c1ccccc1O,1,-1.9,13,104,-6,14,-1.7,10,8
